BLM helicase inh: Bloom syndrome helicase (human) inhibition; P54132; recombinant BLM DNA unwinding, fluorescence dequenching; Potency, µM (series often up to 56.1 µM), without a hit: at the top dose activity change, negative = inhibition, actives largely listed as inhibitors; hit rate 0.2% among 350,000;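 also: plate controls were vehicle for no effect and no enzyme for full effect; nearly all actives have a fitted effect of over 35% in size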
POLI inh: inhibitors of human DNA polymerase iota; Potency, µM (series often up to 115 µM), without a hit: at the top dose activity, negative = inhibition, actives largely listed as inhibitors; Pol iota fluorescent replication assay, 10 min; AID 588590; hit rate 1% among 390,000
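Fluorescent replication assay read twice, at 0 min and 10 min after adding 50 nM (final) substrate. Enzyme (10 nM) and compounds were first incubated 15 min at room temperature; enzyme-free buffer wells were negative controls.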
GLS inhibitor: inhibitors of human glutaminase (GLS). Potency, µM (highest dose often 45.5 µM), inactives show at the top dose activity change, negative = inhibition, usual class: inhibitors. AID 624170. O94925. GLS enzymatic activity, qHTS titration. hit rate 0.21% among 410,000; also: % is scaled to controls: 0 for no effect and ±100 for the full control effect
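Human kidney-isoform GLS in 45 mM KH2PO4 pH 8.2, 0.02% Tween-20, with compound, started with 1mM L-Glutamine (added stock). Glutamate oxidase/HRP/Amplex red coupled fluorescence read at start and after 30 min at RT.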
Pin1 inhibitor: blocks the human prolyl isomerase Pin1; Q13526; Pin1 FP peptide displacement, HiFluor488, 10 min; Potency, µM (top dose mostly 115 µM), for inactives: top-dose activity, negative = inhibition, actives largely listed as inhibitors; hit rate 0.009% among 390,000; AID 504891; active = well fitted inhibition curve with a large enough effect in the polarisation, with a control signal flat, not every such curve was filed as active; inconclusive = small, poorly fitted or top-dose-only effect, or effect the other way, or a change in a side signal; inactive = no such curve, though single readings can be large or run the other way; the % refers to the polarisation; also: % is scaled to controls: 0 for no effect and ±100 for the full control effect
Target sequence (Q13526 whole entry, looked up): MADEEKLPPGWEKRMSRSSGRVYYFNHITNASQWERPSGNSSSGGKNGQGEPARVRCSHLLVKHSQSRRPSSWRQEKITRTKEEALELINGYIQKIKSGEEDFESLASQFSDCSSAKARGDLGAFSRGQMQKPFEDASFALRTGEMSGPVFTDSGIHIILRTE
HP1b binding inh: inhibitors of HP1-beta chromodomain binding to methylated histone tails; P83916; AlphaScreen HP1-beta / biotin-H3K9me3 peptide binding; Potency, µM (highest dose often 114 µM), for the others: at the top dose activity change, negative = inhibition, usual class: inhibitors; hit rate 0.56% among 390,000; also: nearly all actives have a fitted effect of over 70% in size; inactives centre near 23
Target sequence (P83916 whole entry, looked up): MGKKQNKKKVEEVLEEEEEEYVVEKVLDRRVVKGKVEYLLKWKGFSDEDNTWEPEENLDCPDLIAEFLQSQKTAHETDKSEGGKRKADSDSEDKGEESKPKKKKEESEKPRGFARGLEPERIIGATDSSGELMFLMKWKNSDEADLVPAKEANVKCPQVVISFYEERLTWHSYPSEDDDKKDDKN
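HP1-beta protein (50 nM final) preincubated 30 min at room temperature with biotinylated H3(1-18)K9me3 peptide (50 nM) in PBS pH 7.4, 0.01% Tween-20, then compound added for 30 min. AlphaScreen streptavidin donor/nickel chelate acceptor beads (10 ug/mL final), 30 min dark, luminescence read.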
BAZ2B inh: BAZ2B (human) inhibition; AlphaScreen BAZ2B-H3K14Ac peptide displacement; Q9UIF8; AID 504333; Potency, µM (highest dose often 114 µM), inactives show top-dose activity change, negative = inhibition, most hits filed as inhibitors; hit rate 4.4% among 360,000; also: % is scaled to controls: 0 for no effect and ±100 for the full control effect; nearly all actives have a fitted effect of over 60% in size
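Protein-peptide AlphaScreen: BAZ2B 50 nM, b-H3K14Ac 50 nM, 1x PBS pH 7.4 + 0.01% Tween-20. Preincubation 30 min RT; cpd 30 min RT (top 110 uM); beads 20 min RT, light-protected.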
JMJD2A Tudor: JMJD2A Tudor domain (human) inhibition | Potency, µM (top dose mostly 114 µM), inactives show top-dose activity change, negative = inhibition, most hits filed as inhibitors | AID 504339 | AlphaScreen JMJD2A-Tudor / H3K4me3 peptide binding | hit rate 4.4% among 390,000 | O75164; also: % is scaled to controls: 0 for no effect and ±100 for the full control effect; nearly all actives have a fitted effect of over 50% in size
G9a inh: inhibitors of human histone lysine methyltransferase G9a | Q96KQ7 | G9a H3K9 monomethylation, AlphaScreen, 2 h | Potency, µM (top dose mostly 102 µM), for the others: at the top dose activity, negative = inhibition, actives largely listed as inhibitors | hit rate 8.8% among 350,000 | AID 504332; also: % is scaled to controls: 0 for no effect and ±100 for the full control effect; nearly all actives have a fitted effect of over 75% in size
Target sequence (Q96KQ7 913-1193 limits assumed): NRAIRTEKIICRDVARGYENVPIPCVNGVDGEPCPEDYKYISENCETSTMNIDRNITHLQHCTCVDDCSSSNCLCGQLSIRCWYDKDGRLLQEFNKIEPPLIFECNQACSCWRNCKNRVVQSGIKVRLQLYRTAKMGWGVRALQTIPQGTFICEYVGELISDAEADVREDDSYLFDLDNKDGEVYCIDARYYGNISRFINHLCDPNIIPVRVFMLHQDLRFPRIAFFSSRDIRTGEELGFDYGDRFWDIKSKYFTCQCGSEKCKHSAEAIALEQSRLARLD
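Quantitative HTS format: methyltransferase activity on a biotin-tagged H3K9 peptide is measured by AlphaScreen, using a rabbit anti-monomethyl-H3K9 antibody with streptavidin donor and anti-IgG acceptor beads. Final levels are 20 nM enzyme, 500 nM peptide, 20 uM SAM; 2 h RT.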
Tb PGK inh: blocks T. brucei phosphoglycerate kinase. P07378. PGK/GAPDH coupled, Kinase-Glo luminescence, 60 min. Potency, µM (series often up to 57.5 µM), for inactives: at the highest dose activity change, negative = inhibition, actives largely listed as inhibitors. hit rate 0.043% among 380,000. AID 602233; also: % is scaled to controls: 0 for no effect and ±100 for the full control effect; nearly all actives have a fitted effect of over 60% in size
Target sequence (P07378 whole entry, looked up): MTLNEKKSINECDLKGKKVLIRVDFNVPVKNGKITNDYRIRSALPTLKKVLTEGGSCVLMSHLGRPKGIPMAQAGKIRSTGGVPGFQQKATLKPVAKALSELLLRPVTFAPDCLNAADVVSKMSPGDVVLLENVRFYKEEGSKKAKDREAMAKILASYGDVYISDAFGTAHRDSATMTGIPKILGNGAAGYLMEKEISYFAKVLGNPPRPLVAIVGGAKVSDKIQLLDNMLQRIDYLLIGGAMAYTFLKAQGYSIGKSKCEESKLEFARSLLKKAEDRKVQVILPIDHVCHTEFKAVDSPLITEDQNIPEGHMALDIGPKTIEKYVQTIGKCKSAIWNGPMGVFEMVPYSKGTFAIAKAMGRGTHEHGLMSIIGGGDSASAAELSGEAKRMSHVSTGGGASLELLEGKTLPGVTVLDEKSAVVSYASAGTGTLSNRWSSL
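Luminescent ATP detection (Kinase-Glo Plus) follows a 60-minute room-temperature incubation, with wells lacking PGK as controls. Buffer: 100 mM TEA (pH 7.6), 5 mM MgCl2, 0.01% Tween-20. Coupling enzyme GAPDH (100 nM final) supplies unstable 1,3-BPG in-well.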
Active calls of the source: *; i = inactive; ? = inconclusive; . = no result given; [ ] = remark or other dose. Unless noted, calls follow the shape of the dose curve; as a rule, active = well fitted curve in the direction sought with a large enough effect; inconclusive = small, poorly fitted or top-dose-only effect, or another doubt; inactive = no such curve, though single readings can be large; an effect the other way counts as inactive or inconclusive. Potency is read from the fitted curve at half-maximal effect.

SMILES	BLM helicase inh	POLI inh	GLS inhibitor	Pin1 inhibitor	HP1b binding inh	BAZ2B inh	JMJD2A Tudor	G9a inh	Tb PGK inh
COc1ccc(C(=O)OCC(=O)c2ccc(F)cc2)cc1OC	.	27.0%	-4.9%	-3.7%	33.8%	.	0.7%	.	-7.9%
CC(C(=O)NCCN1C(=O)S/C(=C\c2cccs2)C1=O)N1C(=O)c2ccccc2C1=O (stereo unspecified)	2.8%	164.5%[activator]	-5.0%	-4.5%	57.3%[activator]	-6.0%	3.1%	12.3%[59 µM]	i
O=C1CC(c2ccccc2)c2cccc(F)c21 (stereo unspecified)	-1.6%	-22.1%	2.5%	6.0%	50.3%[activator]	-5.0%	0.7%	27.1%	.
Cc1cc(N/C=C\c2nnnn2-c2ccccc2)no1	-2.2%	-4.2%	12.1%	-6.1%	36.7%	4.0%	-0.4%[57.1 µM]	9.7%[59 µM]	-2.7%
CCC(CC)CN1CCN=C1Nc1ccccc1	.	-17.8%	12.0%	4.7%	21.9%	-2.8%	-11.3%	-3.3%[2.33 µM]	4.8%
Cc1cccc2c(SCC(=O)NCC3CCCO3)nc(-c3ccc(F)cc3)nc12 (stereo unspecified)	-0.5%	-5.7%	-2.2%	1.5%	11.7%	-7.4%[57.1 µM]	-4.3%	112.5%[activator][59 µM]	.
COc1ccccc1/C=C/C(=O)Nc1nc(N)n(-c2ccccc2)n1	-1.8%	14.3%	2.5%	3.0%	42.3%[activator]	56.2µM*	-15.6%	14.1%	5.8%
Cc1ccc(NC(=O)CCC(=O)N2CCOCC2)nc1	.	31.9%[activator]	-1.8%	-5.2%	18.0%	?	-7.5%	6.4%[0.501 µM]	-2.0%
COc1ccc(/C=N/NC(=O)C(=O)/C=C2\NC3(CCCC3)Cc3ccccc32)cc1	-0.7%	2.6%	6.1%	26.4%	-0.8%	-9.5%	-22.1%	10.7%[59 µM]	-7.4%
COc1cc(OC)cc(C(=O)N[C@H](C(=O)Nc2nc(-c3ccc(OC)c(OC)c3)cs2)C(C)C)c1	-2.3%	29.4%	0.2%	?	29.4%	-22.3%	-7.5%	20.6%[12.7 µM]	6.2%

BAZ2B inh: entries above that show a hit
SMILES	BLM helicase inh	POLI inh	GLS inhibitor	Pin1 inhibitor	HP1b binding inh	BAZ2B inh	JMJD2A Tudor	G9a inh	Tb PGK inh
COc1ccccc1/C=C/C(=O)Nc1nc(N)n(-c2ccccc2)n1	-1.8%	14.3%	2.5%	3.0%	42.3%[activator]	56.2µM*	-15.6%	14.1%	5.8%

(further entries)
SMILES	BLM helicase inh	POLI inh	GLS inhibitor	Pin1 inhibitor	HP1b binding inh	BAZ2B inh	JMJD2A Tudor	G9a inh	Tb PGK inh
CCOC(=O)c1ccc(CC2SC(N)=NC2=O)cc1 (stereo unspecified)	-0.1%	44.6%[activator]	-6.4%	9.3%	41.2%[activator]	3.5%	-2.8%	31.6%	2.8%
CCc1cc(=O)oc2cc(C)cc(OCc3nn[nH]n3)c12	-3.0%	1.0%	1.2%	-4.0%	39.7%[activator]	4.6%	-3.3%	44.7µM*	i
C/C(CC(=O)Nc1ccccc1C(F)(F)F)=N\NC(=O)c1cnccn1	.	18.6%	4.3%	-0.1%	55.6%[activator]	.	-22.8%	.	-6.8%
O=C1NC[C@H](Cc2ccccc2)N(CC2CCN(CCCCc3ccccc3)CC2)C1=O	.	21.8%	0.3%	1.3%	14.5%	.	-22.3%	.	-5.3%
CN1CCN(C(c2ccc(Cl)cc2)c2cc(Cl)c3cccnc3c2O)CC1 (stereo unspecified)	-2.9%	54.5%[activator]	?	4.8%	?	31.6µM*	39.8µM*	2.51µM*	-8.4%
O=C(CSc1ncnc2ccccc12)NCCCO	-1.2%	28.3%	6.2%	-8.6%	36.4%	29.4%	-10.3%	-25.6%[59 µM]	11.0%
COc1cc(CNc2cccc(F)c2)cc(Br)c1O	-2.3%	-9.0%	9.2%	16.8%	3.4%	.	?	?	16.4%
CC(=O)Nc1ccc(S(=O)(=O)NCCC(=O)NCc2ccncc2)cc1	.	28.8%	-2.4%	-1.4%	24.3%	3.6%	-2.0%	10.8%[2.33 µM]	-3.0%
Cc1cc(C(=O)NCCc2ccc(S(N)(=O)=O)cc2)no1	-1.0%	-6.6%	0.0%	0.5%	19.1%	3.0%	-2.1%	-34.4%	1.3%
CCN(CC)CCN(C(=O)c1cc2c(ccc3ccccc32)oc1=O)c1nc2cc3c(cc2s1)OCCO3	-0.4%	-8.8%	16.1%	-1.0%	12.5%	?	-18.2%	.	-10.7%

Looked up one by one from the entries so far (two):
SMILES	BLM helicase inh	POLI inh	GLS inhibitor	Pin1 inhibitor	HP1b binding inh	BAZ2B inh	JMJD2A Tudor	G9a inh	Tb PGK inh
C/C(CC(=O)Nc1ccccc1C(F)(F)F)=N\NC(=O)c1cnccn1	.	18.6%	4.3%	-0.1%	55.6%[activator]	.	-22.8%	.	-6.8%
CCc1cc(=O)oc2cc(C)cc(OCc3nn[nH]n3)c12	-3.0%	1.0%	1.2%	-4.0%	39.7%[activator]	4.6%	-3.3%	44.7µM*	i

Quoted from the listing:
Under BLM helicase inh, `CCN(CC)CCN(C(=O)c1cc2c(ccc3ccccc32)oc1=O)c1nc2cc3c(cc2s1)OCCO3` is entered as -0.4%
Under Pin1 inhibitor, `O=C(CSc1ncnc2ccccc12)NCCCO` is entered as -8.6%
Under Pin1 inhibitor, `CN1CCN(C(c2ccc(Cl)cc2)c2cc(Cl)c3cccnc3c2O)CC1` (stereo unspecified) is entered as 4.8%
Under Tb PGK inh, `O=C1NC[C@H](Cc2ccccc2)N(CC2CCN(CCCCc3ccccc3)CC2)C1=O` is entered as -5.3%
Under BAZ2B inh, `CCc1cc(=O)oc2cc(C)cc(OCc3nn[nH]n3)c12` is entered as 4.6%
Under BLM helicase inh, `COc1cc(CNc2cccc(F)c2)cc(Br)c1O` is entered as -2.3%

Remaining list, next part.
SMILES	BLM helicase inh	POLI inh	GLS inhibitor	Pin1 inhibitor	HP1b binding inh	BAZ2B inh	JMJD2A Tudor	G9a inh	Tb PGK inh
COC(=O)c1ccc(C)cc1C1CN=NC12Cc1cc(C)ccc1C2=O (stereo unspecified)	.	55.8%[activator]	-4.7%	-7.2%	27.4%	.	-11.1%	.	-2.3%
COc1ccc(C(=O)NCCc2ccc(C)cc2)cc1OC1CCN(C(C)=O)CC1	0.7%	29.5%	-4.7%	-3.0%	18.8%	-5.1%	-14.6%	.	-0.4%
CC(C)C(NC(=O)C(C)N1C(=O)c2ccccc2C1=O)c1ccccc1 (stereo unspecified)	-7.0%	10.0%	4.1%	-7.2%	11.9%	0.4%	-12.9%	-3.5%	-5.5%
Cc1ccc(S(=O)(=O)CCC(=O)Nc2cccc(Cl)c2)cc1	-6.2%	52.9%[activator]	-5.9%	-3.9%	10.8%	-14.0%	-3.3%	-9.8%	-0.3%
O=C(Cn1cc(C(F)(F)F)ccc1=O)N/N=C/c1ccccc1	-3.0%	59.0%[activator]	1.2%	-1.9%	-0.8%	-12.5%	-15.7%	9.2%	7.9%
CCCCn1nc(C(=O)Nc2ccc3c(c2)OCCO3)c2ccccc2c1=O	.	-5.4%	-3.7%	-0.7%	32.5%	-24.9%	-13.1%	?	-3.7%
CN(C)C(=O)CCc1ccc2c3c([nH]c2c1)[C@]1(CCC2CCCC2)[C@@H](C(=O)N2CCOCC2)C[C@H](CC(=O)NCCc2ccccn2)C(=O)N1CC3	.	28.2%	7.5%	-7.8%	23.5%	.	-23.2%	.	-8.6%
N#CC1=C(N)Oc2cc(O)ccc2C1c1ccccc1 (stereo unspecified)	-3.7%	-4.6%	19.1%	-7.8%	14.4%	-24.0%	-18.7%	0.2%[12.7 µM]	-0.3%
Cc1cc(Nc2cccc(Br)c2)c2ccccc2n1	.	238.7%[activator]	-0.3%	-6.4%	19.9%	.	-6.2%	.	7.1%
O=C1NCCCc2nc(Oc3ccccc3)sc21	0.6%	2.6%	-14.9%	0.7%	37.7%	-5.8%	-5.6%	6.8%[59 µM]	i
CC(=O)Nc1ccc(NC(=O)COC(=O)c2ccc(S(=O)(=O)N(C)c3ccccc3)cc2)cc1	.	-17.1%	-2.1%	6.8%	5.4%	.	-19.0%	.	-5.1%
COc1ccc(N(S(=O)(=O)c2ccccc2)S(=O)(=O)c2ccccc2)c(N)c1	.	21.5%	1.4%	-2.1%	20.1%	1.0%	-27.3%	-11.2%[2.33 µM]	-7.8%
O=S(=O)(CC(CN1CCCCC1)N1CCCCC1)c1ccc2ccccc2c1 (stereo unspecified)	-6.1%	18.8%	8.5%	6.5%	28.1%	-8.4%	-2.8%	-4.1%	-5.5%
COC(=O)CSc1nc2sc3c(c2c(=O)n1Cc1ccccc1)CCC(C(C)(C)C)C3 (stereo unspecified)	-7.5%	14.9%	6.7%	1.0%	24.6%	0.1%	-4.2%	8.6%[59 µM]	9.5%
Cc1ccc(-n2c(N)cc(=O)nc2SCC(=O)N2CCN(c3ccccc3)CC2)cc1C	-3.6%	17.0%	25.2%	-4.2%	-4.1%	-18.8%	-24.1%	-44.3%	i
COc1ccc(Oc2ncccc2NC(=O)c2cccc(C)c2C)cc1	-0.4%	-7.1%[58.9 µM]	1.7%	2.3%	15.8%	-14.5%	1.1%	46.2%	5.2%
Cc1cc([N+](=O)[O-])nn1CC(=O)Nc1ccc(Cl)cn1	1.6%	25.1%	-5.0%	6.8%	38.5%	-15.2%	-4.9%	-7.8%	i
O=C(NC1CCN(S(=O)(=O)c2cccc(F)c2)CC1)c1cccc(F)c1	1.8%	-27.0%	-5.4%	-4.4%	31.0%	2.3%	-3.0%	.	-7.2%
O=C(CSc1oc(-c2ccco2)nc1S(=O)(=O)c1ccc(Cl)cc1)Nc1ccc(F)cc1	-6.3%	-9.9%	-2.3%	25.7%	39.6%[activator]	-2.1%	-6.5%	?	i
Cc1cccc(N2N=C(C(=O)O)CCC2=O)c1	-3.9%	-0.9%	3.3%	?	23.5%	0.4%	-8.0%	-10.3%	6.8%

Only part of the results is shown. The share of hits here may be higher or lower than overall.
